# High-throughput results from PubChem.
# TbMetRS inhib – blocks T. brucei methionyl-tRNA synthetase activity; purified T. brucei MetRS, ATP depletion, Kinase-Glo luminescence; inhibition, % at 11.9 µM; actives 0.4% (n = 360,000); AID 624268;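 active = inhibition above a per-plate cutoff of the control wells' mean inhibition plus 3 SD, cut at about 5.5% in these data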;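 note: 0% = DMSO wells median and 100% = median of wells with control inhibitor compound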
#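 Dosing: 11.9 µM single point; system: parasite MetRS enzyme; technique: luminescence of leftover ATP; times: 15 min enzyme-compound preincubation, 2 h reaction, 10 min detection, 25 °C; replicates: each compound tested once; read-out basis: percent inhibition relative to median high and low control wells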
# SKN-1 block – C. elegans SKN-1 inhibition; actives 0.49% (n = 360,000); inhibition, % at 21.8 µM; C. elegans VP596 Pgst-4::GFP/RFP ratio, acrylamide-induced, 24 h;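 active = interference check ratio from 0.5 to 1.5 plus GFP to RFP signal ratio inhibition reaching or exceeding a fixed threshold, cut at about 30% in these data, passing the limit was not always enough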; note: some compounds called inactive have numbers as strong as hits
# bovine MsrA act – bovine methionine sulfoxide reductase A activation; purified bovine MsrA, absorbance read-out; activation, % at 10.6 µM; actives 0.3% (n = 360,000); in the data active = activation above about 7.5%;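 note: 0% = vehicle and 100% = reference activator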
# E coli Lon inh – inhibits E. coli Lon protease. AID 602123. inhibition, % at 7.94 µM. actives 0.42% (n = 360,000). purified E. coli Lon protease, fluorescence polarization; in the data active = inhibition above about 13%, passing the limit was not always enough;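 note: 0% = enzyme with probe and DMSO and 100% = no enzyme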
# FAS TE block – blocks the thioesterase domain of human fatty acid synthase; actives 0.67% (n = 360,000); inhibition, % at 15 µM; recombinant FAS-TE, OMFH fluorogenic substrate, fluorescence endpoint; AID 602261; P49327;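 active = compounds whose normalised, plate-corrected inhibition of enzyme fluorescence in the single-dose primary screen is 50% or more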;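 note: 0% = DMSO with enzyme and 100% = substrate without enzyme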
# MsrA inhibitor – bovine MsrA inhibition; purified bovine MsrA, absorbance read-out; inhibition, % at 15.5 µM; actives 0.75% (n = 360,000); in the data active = inhibition above about 4.5%;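 note: 0% = vehicle wells with enzyme and 100% = reference inhibitor wells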
# MT1-MMP act inh – blocks activation of human MT1-MMP; P50281; HT1080 RFP-PRO-GFP cells, GFP/RFP ratio fluorescence, overnight; percent of plate control window, DMSO zero; GFP/RFP ratio change, % at 20 µM; actives 0.061% (n = 360,000); AID 651647;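 active = GFP/RFP ratio change of at least 30% with cell ATP level not reduced by more than half and red fluorescence within 50% of control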; note: strong numbers were not always called active
#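 Read-out: GFP/RFP fluorescence ratio; Test system: RFP-PRO-GFP reporter HT1080 cells; Compound dosing: single-point 20 µM compound, 1% DMSO; Times: overnight compound exposure at 37 °C.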
# MLLE-PAM2 inh – blocks PAM2 peptide binding to the PABP1 MLLE domain; inhibition, % at 20 µM; GST-MLLE / FITC-PAM2 fluorescence polarization; actives 0.36% (n = 360,000); in the data active = inhibition above about 35%, passing the limit was not always enough;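 note: plate controls were DMSO wells with GST-MLLE for no effect and wells lacking GST-MLLE protein for full effect; some results filed as inactive read as strong as hits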
# Target sequence (P11940 whole entry, looked up, the tested form may be a part): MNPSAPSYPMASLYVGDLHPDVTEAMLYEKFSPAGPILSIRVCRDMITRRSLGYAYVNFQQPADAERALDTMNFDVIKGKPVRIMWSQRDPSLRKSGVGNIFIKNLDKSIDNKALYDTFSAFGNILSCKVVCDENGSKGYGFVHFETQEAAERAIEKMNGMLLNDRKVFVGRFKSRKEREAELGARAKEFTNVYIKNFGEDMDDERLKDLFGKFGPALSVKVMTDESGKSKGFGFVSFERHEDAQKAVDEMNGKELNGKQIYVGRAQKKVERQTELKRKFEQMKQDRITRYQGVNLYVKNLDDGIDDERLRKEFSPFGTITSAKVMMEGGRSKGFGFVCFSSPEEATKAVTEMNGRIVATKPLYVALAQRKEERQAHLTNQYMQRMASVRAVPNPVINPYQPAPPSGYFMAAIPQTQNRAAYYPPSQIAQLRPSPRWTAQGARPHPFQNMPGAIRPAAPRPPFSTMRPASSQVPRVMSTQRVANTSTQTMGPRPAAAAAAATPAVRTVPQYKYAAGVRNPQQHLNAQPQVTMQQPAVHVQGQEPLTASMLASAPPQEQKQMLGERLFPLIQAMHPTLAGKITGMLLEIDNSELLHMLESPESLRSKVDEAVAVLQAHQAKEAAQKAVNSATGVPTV
# CendR NRP1 mod – NRP-1/CendR interaction modulation; O14786; FAM-RPARPAR peptide binding to NRP-1, fluorescence polarization; inhibition, % at 25 µM; actives 0.85% (n = 360,000); AID 602438;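 active = inhibition or corrected inhibition above about 18%, plus a signal ratio from 0.5 to 1.5, limit read from the data, passing the limit was not always enough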; note: strong numbers were not always called active
# Starred values were filed as active, the others as inactive; . = not tested or not shown.
SMILES	TbMetRS inhib	SKN-1 block	bovine MsrA act	E coli Lon inh	FAS TE block	MsrA inhibitor	MT1-MMP act inh	MLLE-PAM2 inh	CendR NRP1 mod
C/C(=N\NC(=O)c1ccco1)c1cc2ccccc2o1	-0.8	5	-6	0	-6	3.9	7	5	-21
O=C(O)/C(=C\c1cccc([N+](=O)[O-])c1)c1ccc(S(=O)(=O)N2CCCCC2)s1	0.8	-1	-1	1	12	1.2	9	-7	6
C=CCN1c2ccccc2[C@]23C[C@@H](C(=O)OC)N(C(=O)c4cccs4)C2=NC(C(=O)OC)=C(C(=O)OC)[C@H]13	-0.1	-19	-1	-3	7	0.6	-1	6	-22
O=C(Nc1ccc(SC(F)F)cc1)c1ccc(F)cc1	-0.3	21	-1	6	7	1.3	3	-28	-15
CCOC(=O)c1c(C(C)(C)C)oc2ccc(OCC#N)cc12	0.3	25	3	-2	26	-1.1	0	-12	0
CCCCCCN1CCN(C2CN(Cc3ccc(C)cc3)S(=O)(=O)C2)CC1 (stereo not given)	-0.5	10	-1	0	14	0.0	0	1	0
O=C(CCc1nc(-c2ccccc2F)no1)NCCN1CCc2ccccc2C1	-0.3	2	0	-5	-3	.	3	-8	-2
CCOc1c(/C=C(\C#N)C(N)=O)c2ccccc2n1CC	-0.2	14	2	-7	-5	3.0	-12	1	-9
O=C1C=C(NCc2ccncc2)CC(c2ccccc2)C1 (stereo not given)	-0.4	-14	-3	-12	-6	0.5	2	7	-8
Nc1c(Cl)cc2c(c1Oc1ccccc1)C(=O)c1ccccc1C2=O	-1.4	15	-12	-20	23	0.1	-15	-71	-36
Cc1ccccc1-n1c(SCC(=O)NC(N)=O)nc2sc(-c3ccccc3)cc2c1=O	-0.7	1	-3	-3	38	2.2	-5	-7	-4
Cc1ccc(-n2nc(C)c(C(=O)N3CCN(C(=O)c4ccco4)CC3)c2-n2cccc2)cc1	-0.4	9	-1	-12	-6	0.6	1	6	17
CC(=O)c1c(C)[nH]c(C(=O)OCc2nc3ccsc3c(=O)[nH]2)c1C	-0.2	10	-1	-14	-3	0.2	0	-11	-10
O=C(c1cccc(-c2ccccc2)c1)N1CC[C@@H](N2CCC(O)CC2)[C@H](O)C1	0.7	26	-3	-15	-4	0.6	-5	-25	-28
Cc1nnc(N/N=C/c2cc(C)n(-c3ccc(F)cc3)c2C)n1N	0.5	2	7	-11	-9	1.4	4	6	3

# The last 2 entries of the part above open the next one:
SMILES	TbMetRS inhib	SKN-1 block	bovine MsrA act	E coli Lon inh	FAS TE block	MsrA inhibitor	MT1-MMP act inh	MLLE-PAM2 inh	CendR NRP1 mod
O=C(c1cccc(-c2ccccc2)c1)N1CC[C@@H](N2CCC(O)CC2)[C@H](O)C1	0.7	26	-3	-15	-4	0.6	-5	-25	-28
Cc1nnc(N/N=C/c2cc(C)n(-c3ccc(F)cc3)c2C)n1N	0.5	2	7	-11	-9	1.4	4	6	3
CCOC(=O)CNS(=O)(=O)Cc1ccccc1	0.4	1	-1	-11	-9	0.8	1	1	3
CCCOc1ccc(N2C(=O)CC(SCCN)C2=O)cc1 (stereo not given)	-1.1	-9	3	-2	-7	-0.3	12	24	6
O=C(CNC1=NCCC1)c1ccc(Cl)cc1	-0.6	2	-7	-8	-10	1.0	3	-2	5
COc1cc(/C=C/C(=O)NCCn2c(C)cc3ccccc32)cc(OC)c1OC	1.9	1	-4	-7	4	1.1	8	6	-8
c1ccc2c(c1)ncn2CCn1cnc2ccccc21	-0.3	0	-2	5	-6	-0.2	4	4	3
OC(COCc1ccc2c(c1)OCO2)CN1CCC(Cc2ccccc2)CC1 (stereo not given)	-0.2	1	-3	-16	-2	1.8	3	-2	4
CC(=O)Nc1ccc(-c2nnn(CC(=O)c3ccc(F)cc3)n2)cc1Cl	-0.3	4	-2	-4	0	0.4	2	-13	-35
COc1cccc(CCNC(=O)CCCC(=O)c2ccccc2)c1	-0.1	15	-2	2	-6	0.7	-1	8	3
Cc1ccc(S(=O)(=O)N2CCC(=O)N([C@H](CO)Cc3ccccc3)CC2)cc1	0.1	-8	-1	-3	-10	-1.2	3	.	-1
O=C(Nc1nc(-c2ccccc2)cs1)C1COc2ccccc2O1 (stereo not given)	-0.1	20	1	1	21	1.5	3	4	18
Cc1cccc(Nc2ncnc3c2cnn3C)c1	-0.6	3	-11	0	-10	1.0	-1	-11	-2
CCN(CC)C(=O)c1cccc(-c2csc(C(C)(O)c3cccc(OC)c3)n2)c1 (stereo not given)	-0.1	3	-1	1	2	-1.2	-8	7	16
O=C(CSc1nncs1)Nc1ccc(Cl)cn1	-0.3	9	-4	-1	-15	-0.7	-2	-4	-7
O=C(CC(=O)c1cc(Cl)ccc1O)c1ccccc1	0.0	10	-2	-3	16	1.6	-4	1	0
CC(OC(=O)CN(C)S(=O)(=O)c1ccc(Cl)cc1)C(=O)Nc1ccc(N2CCOCC2)cc1 (stereo not given)	-0.9	-9	-2	0	-2	0.8	5	-8	6
O=C(NCCc1ccccn1)C1CCCN(S(=O)(=O)Cc2ccccc2)C1 (stereo not given)	-0.3	-6	-2	-2	-9	-0.7	1	7	22
CCN(C(=O)c1cccs1)c1nnc(-c2ccncc2)s1	-0.4	1	-7	-10	-2	1.9	-2	-2	-5
COc1ccc2c(c1)CCCC21SC(NC(C)=O)=NN1C(C)=O (stereo not given)	-0.8	-4	-3	-6	-6	-0.4	4	7	7
CCOc1ccc(NC(=O)CC2C(=O)N(c3ccccc3)C(=O)N2CCc2cccs2)cc1 (stereo not given)	-0.8	11	-13	-3	4	-1.7	13	5	10
CCC(=O)Oc1ccc2ccccc2c1CNC(=O)c1ccccc1	-0.5	16	-4	-10	4	-0.5	-3	2	-9
O=C(c1ccc2c(c1)N(Cc1ccccc1)CCS2)N1CCCCC1	0.0	22	-2	-3	11	0.4	-3	14	-8
O=C(CN1CCCCCC1)N1c2ccccc2Sc2ccc(C(F)(F)F)cc21	-0.3	4	-1	-5	24	0.3	-10	3	22
O=C1c2ccccc2-c2c1cccc2C(=O)N(CCO)CCO	-0.3	10	12*	-6	-10	0.2	-1	0	-2
O=C(COC(=O)CNC(=O)C1CCCCC1)Nc1ccc(Cl)cn1	0.7	-4	-2	-7	-7	-0.7	-2	-5	-11
COc1ccc(S(=O)(=O)NCCN2CCOCC2)cc1Br	-0.5	-17	0	9	-2	-0.3	-6	13	2
O=C(NCCC(=O)N1CCCCC1)c1ccccc1Cl	-0.4	8	-1	1	-4	0.3	-3	0	-8
O=C(COc1ncnc2ccccc12)N1CCOCC1	-0.2	5	4	12	-8	-0.2	2	-5	-2
CC(C)n1c(NCc2ccc(Cl)cc2)nc2ccccc21	0.4	6	-3	4	9	-0.8	4	-2	14
O=Nc1c(O)c2ccccc2c2ccccc12	-0.1	18	20*	-6	-3	-0.1	0	1	7
O=c1c2cc(N3CCOCC3)ccc2[nH]c(=S)n1Cc1ccccc1Cl	-0.8	13	0	-7	-1	-0.8	2	-108	-10
Clc1ccc(-c2ccnc3nc(N4CCOCC4)nn23)c(Cl)c1	0.4	-6	1	-2	-5	0.5	-13	-1	2
COc1ccc(NC(=O)CN(C)C(=O)c2ccccc2Sc2ncnc3sc(C)c(C)c23)cc1	-0.2	-19	2	-9	6	1.0	6	35	12
CS(=O)(=O)NCCNC(=O)c1cc(OCC(F)(F)F)ccc1OCC(F)(F)F	-0.5	0	-4	0	-10	0.4	-2	4	3
Cc1ccc(NN=C2C(=O)OC(C)(C)OC2=O)c(C)c1	0.3	1	-3	0	-2	2.5	3	-7	-9
COc1ccc2sc(-c3ccccc3OC)c(C#Cc3cncn3C)c2c1	-0.3	6	-1	1	14	1.1	-9	11	1
Clc1ccc(C2=NCCn3nc4ccccc4c32)cc1	-0.2	11	-5	-6	1	1.8	4	-3	8
CC1=NN(c2ccc(C)cc2)C(=O)/C1=C/c1ccc(-c2cc([N+](=O)[O-])ccc2O)o1	0.2	-13	-1	-10	4	-0.3	5	-10	16
Cn1nnnc1SCC(=O)NCCc1ccc(Cl)cc1	0.0	3	0	4	-6	2.5	1	-9	0
Cc1cc(NC(=O)c2cc(-c3cccc(Cl)c3)on2)no1	0.6	13	-2	-3	-8	-0.9	0	8	-6
COc1ccc(/C=N/NC(=O)CNC(=O)c2cccs2)cc1	0.1	3	-4	-7	-8	2.5	3	-6	6
CCOC(=O)C1CCCN(C(=O)CCCn2c(=O)c3cccn3c3cccnc32)C1 (stereo not given)	-0.6	-6	-9	-2	-5	0.5	-2	-2	12
O=C(Cc1ccc(-n2c(=O)c3ccccc3n(Cc3ccccc3Cl)c2=O)cc1)NCC1CCCO1 (stereo not given)	0.1	-10	-5	2	-7	3.0	5	14	-5
O=C(CSc1n[nH]c(-c2ccccc2Cl)n1)NC1CCCCC1	-0.8	-4	-8	4	-8	1.7	0	-16	0
Cc1ccnc(NC(=O)c2cccc(NC(=O)c3ccc(Cl)cc3)c2)c1	-0.7	8	-8	4	17	0.1	-4	-3	2
FC(F)(F)c1nc2ccccc2n1CCNc1nc(CN2CCCCC2)cs1	-0.4	0	-6	0	-12	0.8	0	-3	17
CCCC(C(=O)NC(C)(C)C)N(Cc1ccccc1Cl)C(=O)c1snc(C(N)=O)c1N (stereo not given)	-1.4	-2	-12	-3	12	-0.9	1	2	2
CSc1ncccc1C(=O)Nc1nnc(C2CC2)s1	-0.5	9	-4	-8	-8	1.9	1	-5	14
Cc1cc(C(=O)NN=C2CC(=O)CC(C)(C)C2)c(C)o1	-0.2	-3	-3	-6	-8	0.3	5	18	10
COc1ccc(Cl)cc1NC(=O)CN(C)C(=O)c1ccc(-n2nc(C)cc2C)cc1	-0.5	-7	-4	-10	-4	1.1	5	-67	-4
COc1cc2[nH]c(=O)n(CCCCCC(=O)NCCCN3CCOCC3)c(=O)c2cc1OC	-0.2	-2	-2	-5	-5	0.7	6	-2	2
CC(=O)Nc1ccc(NCCc2ccco2)cc1	-0.8	2	-3	-4	-13	-0.2	1	-11	-5
Cc1ccc2c3c1C(=O)C(=O)N3C(C)(C)CC2C (stereo not given)	-0.5	9	1	-9	3	-0.7	-3	-7	8
CCOC(=O)[C@]12CCC=C1N(Cc1ccco1)C(=O)[C@H](CC(=O)NCc1ccc(OC)c(OC)c1)C2	-0.5	7	-3	0	-8	-0.2	1	.	-7
CCN(CC(=O)Nc1ccc(NC(C)=O)cc1)C(=O)C1CC(=O)N(c2ccc3c(c2)OCCO3)C1 (stereo not given)	0.4	0	0	-9	-12	1.7	2	6	11
Cc1c(Cl)cccc1NC(=O)CSc1ncnc2c1cnn2CCO	-0.6	-6	-7	-8	-7	-0.2	5	28	0
O=C(CN1CCOCC1)Nc1ccc([N+](=O)[O-])cc1	-0.4	2	-2	-12	-3	2.8	1	3	-9
O=C(NCc1ccco1)c1cc(-c2ccco2)on1	-1.2	-8	-5	-3	-4	.	0	-11	2
COc1ccc(OC)c(CC(=O)Nc2ccc3c(c2)CCC3)c1	-1.1	12	-3	2	5	-0.6	-2	-5	5
